NSD2 block: blocks human NSD2 histone methyltransferase activity. NSD2-SET H3K36me1 DELFIA fluorescence, biochemical. inhibition, % at 12.5 µM. 44,000 tested, 0.07% active. AID 624260; in the data active = inhibition above about 54%, passing the limit was not always enough;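 note: inhibitors reduce the monomethyl H3K36 fluorescence signal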
Target sequence (O96028 whole entry, looked up): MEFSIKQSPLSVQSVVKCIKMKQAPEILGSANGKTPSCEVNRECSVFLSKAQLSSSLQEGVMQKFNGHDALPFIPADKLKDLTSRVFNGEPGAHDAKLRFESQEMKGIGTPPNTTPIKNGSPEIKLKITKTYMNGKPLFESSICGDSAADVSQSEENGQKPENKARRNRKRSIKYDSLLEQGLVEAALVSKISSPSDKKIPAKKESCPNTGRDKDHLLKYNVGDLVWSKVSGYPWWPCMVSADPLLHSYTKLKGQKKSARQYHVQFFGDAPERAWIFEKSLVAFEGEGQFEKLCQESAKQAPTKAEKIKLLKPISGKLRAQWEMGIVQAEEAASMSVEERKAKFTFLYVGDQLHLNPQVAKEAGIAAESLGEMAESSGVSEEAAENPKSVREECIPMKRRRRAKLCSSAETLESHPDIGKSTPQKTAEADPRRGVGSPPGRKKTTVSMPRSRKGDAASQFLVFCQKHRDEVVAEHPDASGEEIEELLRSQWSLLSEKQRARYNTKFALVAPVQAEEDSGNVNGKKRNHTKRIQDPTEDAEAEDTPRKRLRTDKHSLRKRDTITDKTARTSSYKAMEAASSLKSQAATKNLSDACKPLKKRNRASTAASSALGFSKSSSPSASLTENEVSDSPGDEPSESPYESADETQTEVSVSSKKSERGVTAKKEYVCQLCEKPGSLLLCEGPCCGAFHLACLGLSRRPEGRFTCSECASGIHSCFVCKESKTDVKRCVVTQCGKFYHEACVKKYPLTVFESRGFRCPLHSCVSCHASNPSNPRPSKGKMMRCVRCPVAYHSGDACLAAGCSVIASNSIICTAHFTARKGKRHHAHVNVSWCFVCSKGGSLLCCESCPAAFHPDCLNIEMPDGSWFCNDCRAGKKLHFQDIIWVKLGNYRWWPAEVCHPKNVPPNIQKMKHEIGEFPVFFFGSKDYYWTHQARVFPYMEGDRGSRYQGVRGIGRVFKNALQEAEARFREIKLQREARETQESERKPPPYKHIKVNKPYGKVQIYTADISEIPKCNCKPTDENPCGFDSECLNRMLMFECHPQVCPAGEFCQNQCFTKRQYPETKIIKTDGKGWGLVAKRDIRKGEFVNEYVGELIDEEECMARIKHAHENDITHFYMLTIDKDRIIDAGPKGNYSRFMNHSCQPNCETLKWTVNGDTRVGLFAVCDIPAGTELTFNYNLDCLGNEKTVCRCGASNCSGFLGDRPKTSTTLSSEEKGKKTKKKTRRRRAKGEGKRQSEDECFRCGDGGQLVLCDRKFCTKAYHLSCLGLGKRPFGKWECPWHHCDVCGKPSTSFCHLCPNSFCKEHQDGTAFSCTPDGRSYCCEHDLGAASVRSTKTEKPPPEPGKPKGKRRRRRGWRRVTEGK
* hit, by the source's call.

structure	NSD2 block
COc1ccc(NC(=O)N(C)C[C@@H]2Oc3ccc(NC(=O)Nc4ccccc4)cc3C(=O)N([C@H](C)CO)C[C@H]2C)cc1	3
CNC[C@H]1OCCCC[C@H](C)Oc2ccc(NC(=O)c3ccncc3)cc2C(=O)N([C@H](C)CO)C[C@@H]1C	43
Cc1ccc(-c2nc3ccc(NCc4cccs4)cc3o2)cc1	-6
C[C@@H]1CN([C@@H](C)CO)C(=O)CCCn2cc(nn2)CO[C@@H]1CN(C)S(=O)(=O)c1ccc(F)cc1	7
COc1ccccc1NC(=O)N(C)C[C@H]1Oc2ncc(C#CCN(C)C)cc2C(=O)N([C@H](C)CO)C[C@@H]1C	-9
C[C@@H]1CN([C@@H](C)CO)C(=O)CCCn2cc(nn2)CO[C@H]1CN(C)C(=O)Nc1ccc(N2CCCCC2)cc1	2
C[C@@H]1CCCCO[C@@H](CN(C)C(=O)Nc2ccc(C(F)(F)F)cc2)[C@H](C)CN([C@@H](C)CO)C(=O)c2cc(NS(=O)(=O)c3ccc(F)cc3)ccc2O1	2
COc1ccc(S(=O)(=O)Nc2ccc3c(c2)C(=O)N([C@@H](C)CO)C[C@H](C)[C@@H](CN(C)S(=O)(=O)c2ccc(F)cc2)OCCCC[C@@H](C)O3)cc1	-2
O=C(NCc1ccccc1)C1=C[C@H](C2CC2)C[C@H](OCc2ccc(CO)cc2)O1	16
C[C@@H]1CN([C@H](C)CO)S(=O)(=O)c2ccc(-c3ccncc3)cc2O[C@H]1CN(C)C(=O)C1CCCCC1	-10
Cc1noc(C)c1NC(=O)N(C)C[C@H]1Oc2ccc(NS(=O)(=O)c3c(C)noc3C)cc2C(=O)N([C@H](C)CO)C[C@@H]1C	-2
COc1ccc(CN(C)C[C@@H]2Oc3ccc(NC(=O)NC(C)C)cc3CC(=O)N([C@@H](C)CO)C[C@@H]2C)cc1	0
CCC(=O)c1c(OCC(N)=O)ccc2c(C)cc(=O)oc12	7
C[C@@H]1CCCCO[C@@H](CN(C)S(=O)(=O)c2ccccc2)[C@@H](C)CN([C@H](C)CO)C(=O)c2cc(NC(=O)CCCCCC(=O)Nc3ccccc3N)ccc2O1	0
C[C@H]1CN([C@@H](C)CO)C(=O)Cc2cc(NC(=O)Cc3ccccc3)ccc2O[C@@H]1CN(C)S(=O)(=O)c1cccs1	-2

structure	NSD2 block
C[C@H]1CN([C@@H](C)CO)C(=O)c2cccc(NS(=O)(=O)c3ccc(Cl)cc3)c2O[C@@H]1CN(C)S(=O)(=O)c1cccs1	-7
CC(C)NC(=O)Nc1cccc2c1O[C@@H](CN(C)Cc1ccc(Oc3ccccc3)cc1)[C@@H](C)CN([C@H](C)CO)C2=O	0
C[C@@H]1CN([C@@H](C)CO)C(=O)Cc2cc(NS(=O)(=O)c3ccc(Cl)cc3)ccc2O[C@H]1CN(C)S(=O)(=O)c1cccs1	5
CC(C)CC#Cc1cnc2c(c1)C(=O)N([C@H](C)CO)C[C@@H](C)[C@H](CN(C)C(=O)CN1CCOCC1)O2	22
Cc1ccc(S(=O)(=O)Nc2ccc3c(c2)C(=O)N([C@@H](C)CO)C[C@@H](C)[C@H](CN(C)Cc2ccncc2)O3)cc1	20
C[C@@H]1CN([C@@H](C)CO)C(=O)c2cccc(NS(=O)(=O)c3ccccc3)c2O[C@@H]1CN(C)S(=O)(=O)c1ccc(Cl)cc1	3
CCC(=O)N(C)C[C@@H]1Oc2cc(-c3ccncc3)ccc2S(=O)(=O)N([C@H](C)CO)C[C@@H]1C	1
COc1cccc(C#Cc2ccc3c(c2)O[C@@H](CN(C)C)[C@@H](C)CN([C@H](C)CO)S3(=O)=O)c1	2
C[C@@H]1CN([C@H](C)CO)C(=O)c2cc(NC(=O)Nc3ccc4c(c3)OCO4)ccc2O[C@@H](C)CCCCO[C@H]1CN(C)C(=O)c1ccccc1	1
Cc1noc(C)c1NC(=O)Nc1ccc2c(c1)C(=O)N([C@@H](C)CO)C[C@H](C)[C@@H](CN(C)C(=O)Nc1c(C)noc1C)OCCCC[C@H](C)O2	2
COc1ccc(S(=O)(=O)N(C)C[C@H]2Oc3ccc(NC(=O)CCCCCC(=O)Nc4ccccc4N)cc3C(=O)N([C@H](C)CO)C[C@@H]2C)cc1	-2
C[C@H](CO)N1C[C@H](C)[C@@H](CN(C)Cc2ccncc2)Oc2ccc(NC(=O)Nc3ccc(C(F)(F)F)cc3)cc2CC1=O	6
Cc1ccc(S(=O)(=O)N(C)C[C@@H]2Oc3ncc(-c4ccncc4)cc3C(=O)N([C@@H](C)CO)C[C@@H]2C)cc1	0
C[C@@H]1CN([C@@H](C)CO)C(=O)c2cc(NC(=O)Nc3ccccc3)ccc2O[C@@H](C)CCCCO[C@@H]1CN(C)S(=O)(=O)c1cccs1	-3
COc1ccc(NC(=O)Nc2ccc3c(c2)[C@H]2C[C@@H](CC(=O)N(C)C)O[C@H](CO)[C@H]2O3)cc1	-2

structure	NSD2 block
C[C@@H]1CN([C@H](C)CO)C(=O)CCCn2cc(nn2)CO[C@H]1CN(C)C(=O)Nc1ccc(-c2cccs2)cc1	-1
COCC(=O)N(C)C[C@H]1Oc2ncc(C3=CCCCC3)cc2C(=O)N([C@@H](C)CO)C[C@H]1C	4
C/C=C/c1cnc2c(c1)C(=O)N([C@@H](C)CO)C[C@@H](C)[C@H](CN(C)Cc1ccc3c(c1)OCO3)O2	4
COc1ccc(C(=O)CSc2nnc(CC(C)O)n2C)cc1 (stereo not given)	-5
CC(C)NC(=O)Nc1ccc2c(c1)C(=O)N([C@H](C)CO)C[C@H](C)[C@H](CN(C)CC1CC1)O2	8
C[C@H]1CN([C@@H](C)CO)C(=O)Cc2cc(N(C)C)ccc2O[C@H]1CN(C)Cc1ccc(Oc2ccccc2)cc1	0
Cc1noc(C)c1NC(=O)N(C)C[C@H]1Oc2c(NC(=O)NC3CCCCC3)cccc2C(=O)N([C@@H](C)CO)C[C@@H]1C	0
CCCC#Cc1ccc2c(c1)O[C@H](CN(C)C(=O)C1CCCCC1)[C@@H](C)CN([C@@H](C)CO)S2(=O)=O	-3
COC(=O)N(C)C[C@H]1OCc2ccccc2-c2ccccc2C(=O)N([C@@H](C)CO)C[C@@H]1C	1
C[C@H](CO)N1C[C@H](C)[C@@H](CN(C)C(=O)c2cnccn2)Oc2ncc(-c3cccc(F)c3)cc2C1=O	10
C[C@H]1CN([C@@H](C)CO)S(=O)(=O)c2ccc(C#CC3CC3)cc2O[C@@H]1CN(C)C(=O)CN(C)C	2
C[C@H]1CN([C@@H](C)CO)C(=O)c2cc(NC(=O)CCCN(C)C)ccc2O[C@@H]1CN(C)Cc1ccccc1	1
C[C@@H]1CN([C@@H](C)CO)C(=O)c2cc(NC(=O)Nc3ccc4c(c3)OCO4)ccc2O[C@@H](C)CCCCO[C@H]1CN(C)S(=O)(=O)c1ccccc1	-2
COC(=O)C[C@H]1CC[C@@H](N)[C@@H](CO)O1	1
C[C@@H]1CCCCO[C@H](CN(C)S(=O)(=O)c2cccs2)[C@@H](C)CN([C@@H](C)CO)C(=O)c2cc(N(C)C)ccc2O1	-464

Another view of 10 compounds above:
NSD2 block | SMILES
-1 | C[C@@H]1CN([C@H](C)CO)C(=O)CCCn2cc(nn2)CO[C@H]1CN(C)C(=O)Nc1ccc(-c2cccs2)cc1
4 | COCC(=O)N(C)C[C@H]1Oc2ncc(C3=CCCCC3)cc2C(=O)N([C@@H](C)CO)C[C@H]1C
4 | C/C=C/c1cnc2c(c1)C(=O)N([C@@H](C)CO)C[C@@H](C)[C@H](CN(C)Cc1ccc3c(c1)OCO3)O2
-5 | COc1ccc(C(=O)CSc2nnc(CC(C)O)n2C)cc1 (stereo not given)
8 | CC(C)NC(=O)Nc1ccc2c(c1)C(=O)N([C@H](C)CO)C[C@H](C)[C@H](CN(C)CC1CC1)O2
0 | C[C@H]1CN([C@@H](C)CO)C(=O)Cc2cc(N(C)C)ccc2O[C@H]1CN(C)Cc1ccc(Oc2ccccc2)cc1
0 | Cc1noc(C)c1NC(=O)N(C)C[C@H]1Oc2c(NC(=O)NC3CCCCC3)cccc2C(=O)N([C@@H](C)CO)C[C@@H]1C
-3 | CCCC#Cc1ccc2c(c1)O[C@H](CN(C)C(=O)C1CCCCC1)[C@@H](C)CN([C@@H](C)CO)S2(=O)=O
1 | COC(=O)N(C)C[C@H]1OCc2ccccc2-c2ccccc2C(=O)N([C@@H](C)CO)C[C@@H]1C
10 | C[C@H](CO)N1C[C@H](C)[C@@H](CN(C)C(=O)c2cnccn2)Oc2ncc(-c3cccc(F)c3)cc2C1=O

Further entries follow:
structure	NSD2 block
O=C(NO)c1cccc(C(=O)N/N=C/c2ccc(Br)o2)c1	-4
COc1ccc(CN(C)C[C@H]2Oc3c(NS(C)(=O)=O)cccc3C(=O)N([C@@H](C)CO)C[C@@H]2C)cc1	2
Cc1noc(C)c1NC(=O)Nc1ccc2c(c1)CC(=O)N([C@@H](C)CO)C[C@H](C)[C@H](CN(C)CC1CC1)O2	-3
C[C@@H]1CN([C@@H](C)CO)C(=O)c2cc(C#CC3(O)CCCC3)cnc2O[C@H]1CN(C)C	21
CO[C@H](CN(C)C(=O)C1CCOCC1)[C@H](C)CN([C@H](C)CO)S(=O)(=O)c1ccccc1	1
CNC[C@@H]1OCCCC[C@@H](C)Oc2ccc(NS(=O)(=O)c3cccs3)cc2C(=O)N([C@H](C)CO)C[C@@H]1C	4
C[C@@H]1CN([C@@H](C)CO)C(=O)c2cc(-c3ccc(F)cc3)cnc2O[C@H]1CN(C)CC1CCCCC1	-4
C[C@H](CO)N1C[C@H](C)[C@H](CN(C)CC2CCCCC2)Oc2c(NC(=O)Nc3ccc(C(F)(F)F)cc3)cccc2C1=O	2
Cc1noc(C)c1NC(=O)Nc1ccc2c(c1)CC(=O)N([C@H](C)CO)C[C@@H](C)[C@@H](CN(C)Cc1ccccc1)O2	6
C[C@H](CO)N1C[C@H](C)[C@@H](CN(C)Cc2ccc(C(=O)O)cc2)Oc2ccc(NC(=O)CCC(F)(F)F)cc2CC1=O	0
C/C=C/C1C2OC3=C(C(=O)OC3(C)O)C(=O)C1(C)C1CC(O)C(C)CC1C2O (stereo not given)	3
COc1ccc(NC(=O)Nc2ccc3c(c2)CC(=O)N([C@@H](C)CO)C[C@@H](C)[C@H](CN(C)Cc2ccncc2)O3)cc1	-2
CNC[C@@H]1Oc2ccc(NS(=O)(=O)c3ccc(OC)cc3)cc2CC(=O)N([C@@H](C)CO)C[C@H]1C	0
CC(=O)N(C)C[C@H]1Oc2cc(-c3ccccc3F)ccc2S(=O)(=O)N([C@H](C)CO)C[C@@H]1C	-13
C/C=C/c1ccc2c(c1)O[C@H](CN(C)Cc1ccccc1)[C@H](C)CN([C@H](C)CO)S2(=O)=O	-3

structure	NSD2 block
C[C@H]1CN([C@@H](C)CO)C(=O)c2cc(NC(=O)Nc3ccc(C(F)(F)F)cc3)ccc2O[C@@H]1CN(C)C(=O)Nc1ccccc1	-12
COc1c(O)cc2oc(-c3ccc(O[C@@H]4O[C@H](CO)[C@@H](O)[C@H](O)[C@H]4O)cc3)cc(=O)c2c1O	3
C[C@H](CO)N1C[C@H](C)[C@@H](CN(C)C(=O)CN(C)C)Oc2cc(Br)ccc2S1(=O)=O	7
CC(C)COC(=O)N(C)C[C@H]1OCc2cnnn2CCCC(=O)N([C@@H](C)CO)C[C@H]1C	7
C[C@@H]1CN([C@H](C)CO)C(=O)c2cc(NC(=O)NC3CCCCC3)ccc2O[C@@H](C)CCCCO[C@H]1CN(C)C(=O)Nc1ccccc1	17
COCC(=O)N(C)C[C@@H]1Oc2cc(C#C[C@H](C)O)ccc2S(=O)(=O)N([C@H](C)CO)C[C@H]1C	0
Cc1noc(C)c1NC(=O)Nc1ccc2c(c1)C(=O)N([C@H](C)CO)C[C@H](C)[C@@H](CN(C)Cc1ccc(C(F)(F)F)cc1)O2	1
COc1ccc(S(=O)(=O)N(C)C[C@@H]2Oc3c(NC(=O)C4CC4)cccc3C(=O)N([C@@H](C)CO)C[C@@H]2C)cc1	0
O=C(C[C@H]1C[C@H]2c3cc(NC(=O)CC4CC4)ccc3O[C@H]2[C@H](CO)O1)NCc1cccc(F)c1	-42
C[C@@H]1CCCCO[C@H](CN(C)Cc2ccncc2)[C@H](C)CN([C@@H](C)CO)C(=O)c2cc(N(C)C)ccc2O1	-4
COC(=O)C[C@H]1C[C@@H]2c3cc(NC(=O)Cc4ccncc4)ccc3O[C@@H]2[C@@H](CO)O1	0
C[C@@H]1CN([C@H](C)CO)S(=O)(=O)c2ccc(-c3cccnc3)cc2O[C@H]1CN(C)C	-10
CCC(=O)N(C)C[C@H]1Oc2cc(C#CC3CCCCC3)ccc2S(=O)(=O)N([C@@H](C)CO)C[C@@H]1C	-3
O=C(C[C@@H]1C=C[C@H](NS(=O)(=O)c2ccc(F)cc2)[C@@H](CO)O1)NCc1ccncn1	3
Cc1ccc(S(=O)(=O)Nc2ccc3c(c2)C(=O)N([C@@H](C)CO)C[C@H](C)[C@@H](CN(C)S(=O)(=O)c2ccc(Cl)cc2)OCCCC[C@H](C)O3)cc1	-1

structure	NSD2 block
C[C@@H]1CCCCO[C@H](CN(C)S(=O)(=O)c2ccc(Cl)cc2)[C@@H](C)CN([C@@H](C)CO)C(=O)c2cc(NS(=O)(=O)c3cccs3)ccc2O1	-4
CCCCC(CC)C(=O)Nc1cc(OC)ccc1OC (stereo not given)	0
COc1ccc(S(=O)(=O)N(C)C[C@H]2Oc3ncc(/C=C/c4ccccc4)cc3C(=O)N([C@H](C)CO)C[C@H]2C)cc1	-2
C[C@@H]1CN([C@@H](C)CO)C(=O)c2cc(NC(=O)c3ccccc3)ccc2O[C@@H](C)CCCCO[C@@H]1CN(C)C(=O)c1ccccc1	7
CNC(=S)NCc1sc2ccccc2c1C	0

Some of the compounds tested. The share of hits here may be higher or lower than overall.
